Screening results as filed in PubChem BioAssay.
KDM5B inhibitor = Primary screen for KDM5B Histone Demethylases FDH-coupled qHTS | Potency, µM (highest dose often 57.7 µM), without a hit: top-dose activity change, negative = inhibition, most hits filed as inhibitors | 2.6% of 220,000 active | Lysine-specific demethylase 5B (Homo sapiens), Q9UGL1 | KDM5B demethylase, FDH-coupled NADH fluorescence (FDH is formaldehyde dehydrogenase); active means well fitted inhibition curve with a large enough effect; inconclusive means small, poorly fitted or top-dose-only effect; inactive means no such curve, though single readings can be large or run the other way; further: 0% is about no effect; nearly all actives have a fitted effect of over 70% in size
Target sequence (Q9UGL1 whole entry, looked up): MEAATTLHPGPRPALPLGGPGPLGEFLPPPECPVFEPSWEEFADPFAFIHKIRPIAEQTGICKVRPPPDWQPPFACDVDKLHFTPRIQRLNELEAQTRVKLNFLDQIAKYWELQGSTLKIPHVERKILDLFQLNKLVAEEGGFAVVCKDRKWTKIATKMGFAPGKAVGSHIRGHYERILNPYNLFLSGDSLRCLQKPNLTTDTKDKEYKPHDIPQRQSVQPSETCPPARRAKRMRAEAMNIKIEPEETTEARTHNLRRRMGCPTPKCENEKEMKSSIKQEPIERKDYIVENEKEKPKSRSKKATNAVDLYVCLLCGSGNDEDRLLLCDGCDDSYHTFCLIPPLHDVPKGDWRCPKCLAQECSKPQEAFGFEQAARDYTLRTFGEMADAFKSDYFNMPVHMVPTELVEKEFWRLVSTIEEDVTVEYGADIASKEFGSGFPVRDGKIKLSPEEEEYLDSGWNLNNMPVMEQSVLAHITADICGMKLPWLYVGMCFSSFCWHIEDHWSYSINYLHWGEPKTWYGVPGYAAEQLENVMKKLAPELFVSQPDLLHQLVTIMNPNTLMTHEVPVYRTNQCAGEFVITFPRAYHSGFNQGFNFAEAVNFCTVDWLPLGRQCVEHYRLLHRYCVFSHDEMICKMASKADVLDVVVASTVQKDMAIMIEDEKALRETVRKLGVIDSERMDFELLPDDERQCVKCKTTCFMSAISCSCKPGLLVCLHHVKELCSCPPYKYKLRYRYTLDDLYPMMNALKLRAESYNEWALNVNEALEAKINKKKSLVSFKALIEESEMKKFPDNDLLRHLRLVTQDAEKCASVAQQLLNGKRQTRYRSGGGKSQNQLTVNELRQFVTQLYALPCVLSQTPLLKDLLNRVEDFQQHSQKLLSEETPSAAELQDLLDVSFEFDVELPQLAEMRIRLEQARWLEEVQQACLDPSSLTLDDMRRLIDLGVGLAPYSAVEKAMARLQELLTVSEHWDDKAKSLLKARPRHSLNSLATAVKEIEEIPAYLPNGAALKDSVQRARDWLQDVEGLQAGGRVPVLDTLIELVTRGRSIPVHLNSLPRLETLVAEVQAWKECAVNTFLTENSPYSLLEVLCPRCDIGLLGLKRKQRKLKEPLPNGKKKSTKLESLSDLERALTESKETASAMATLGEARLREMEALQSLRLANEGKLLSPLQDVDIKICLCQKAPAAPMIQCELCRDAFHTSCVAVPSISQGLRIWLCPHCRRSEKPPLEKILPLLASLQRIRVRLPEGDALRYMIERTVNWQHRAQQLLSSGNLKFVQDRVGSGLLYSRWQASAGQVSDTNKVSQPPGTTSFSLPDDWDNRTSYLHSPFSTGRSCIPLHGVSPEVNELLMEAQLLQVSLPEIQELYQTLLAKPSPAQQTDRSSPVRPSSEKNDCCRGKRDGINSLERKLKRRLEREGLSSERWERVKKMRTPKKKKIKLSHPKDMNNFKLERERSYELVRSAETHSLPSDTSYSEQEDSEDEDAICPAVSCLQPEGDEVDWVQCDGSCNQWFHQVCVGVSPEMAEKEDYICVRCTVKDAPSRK
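KDM5BΔAP (200 nM final) in 50 mM HEPES pH 7.5, 0.01% Tween-20 was preincubated 10 min at RT with compound over a concentration range. Substrate mix (H3K4me3 12.5 µM, α-KG 25 µM, Fe²⁺, ascorbate, NAD⁺, FDH) was added, and NADH fluorescence change over 30 min gave dose-response curves.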
An asterisk follows results filed as active; ? = inconclusive; & = joins results of further samples; [ ] = dose if it differs, or a comment. Potency means the concentration at half of the fitted maximal effect. Only part of the results is shown. The share of hits here may be higher or lower than overall.

SMILES	KDM5B inhibitor
O=C(NC1CCN(c2ncccn2)CC1)c1c(F)cccc1F	?
O=C(Nc1cccc(CN2CCOCC2)c1)/C(=C/c1ccccc1)c1ccccc1	6%
COc1ccc2c(ccn2CCNC(=O)C2CC(=O)N(c3n[nH]c4ccccc34)C2)c1 (centres undefined)	-18%
O=C(NCc1ccccc1Cl)c1ccc(CSCc2cccc(F)c2)o1	-29%
COc1ccc(CC2(CO)CCN(Cc3cnn(-c4ccccc4OC)c3)CC2)cc1	-23%
Cc1ccc(NC(=O)CSc2nnc(C)c(=O)[nH]2)cc1	-4%
CCC(=O)NC1=C(Cl)C(=O)C(NC(=O)CC)=C(Cl)C1=O	-9%
O=C1CCN(C(=O)[C@@H]2CCCN2C(=O)C2CCCCC2)CCCCCCN1	13%
COc1ccc(CN2CC3(CCN(C(=O)Cc4cccc(F)c4)CC3)C2=O)cc1	-9%
CS(=O)(=O)N(C1CCOCC1)C1CN(C(=O)c2n[nH]c3ccccc23)C1	-20%
COc1ccc(CCNC(=O)c2cc(=O)c3ccc(C)cc3o2)cc1OC	34%
COc1cc(Cl)ccc1OCc1nnc(C(=O)N2CCC[C@@H]2c2cccc(F)c2)n1-c1ccccc1	3%
CCOC(=O)c1cc(-c2ccccc2)n(CCCC(=O)Nc2ccc(C(C)C)cc2)c1C	?
CCCC(=O)N1C2CCCC1CC(=O)C2	-24%[115 µM]
CC(Oc1ccccc1F)C(=O)Nc1cccc(-c2nc3ccccc3o2)c1 (centres undefined)	?
Cc1cc(=O)n2c3ccccc3n(CC(O)CNc3ccc(Cl)cc3)c2c1C#N (centres undefined)	2%
O=C(Nc1cccc(F)c1)c1ccc2c(c1)N(Cc1ccccc1)C(=O)c1ccccc1S2(=O)=O	-3%
CCNC(=O)CN1c2ccc(F)cc2-c2ccccc2S1(=O)=O	-2%
O=C(O)CC1(CC(=O)N2CCN3C(=O)c4cc(-c5ccsc5)ccc4NC(=O)[C@@H]3C2)CCCC1	?
CCOc1ccc(CCNC(=O)Cn2ccc3cc(S(=O)(=O)N4CCCCC4)ccc32)cc1	?
CC(C)Cn1nc2n(c1=O)CCN(S(=O)(=O)c1cccc3cccnc13)CC2	2%
CC(=O)N1CCC2(CC1)CN(C(=O)c1ccc3[nH]ccc3c1)Cc1ccccc1O2	13%[115 µM]
CC(C)[C@@H](NC(=O)[C@@H]1C[C@@H](NC(=O)Cc2cccs2)CCN1C(=O)CCC(=O)O)C(N)=O	30%[activator]
CCCCc1cc(C[C@H]2CNCC[C@H]2CC(=O)N(C)Cc2ccccc2)no1	-1%[86.2 µM]
C/C(=N\O)c1ccc(C(C)C)cc1	21%

An excerpt from above in order of number of heavy atoms, lowest first.
SMILES	KDM5B inhibitor
C/C(=N\O)c1ccc(C(C)C)cc1	21%
O=C(Nc1cccc(CN2CCOCC2)c1)/C(=C/c1ccccc1)c1ccccc1	6%
COc1ccc(CC2(CO)CCN(Cc3cnn(-c4ccccc4OC)c3)CC2)cc1	-23%
CC(C)[C@@H](NC(=O)[C@@H]1C[C@@H](NC(=O)Cc2cccs2)CCN1C(=O)CCC(=O)O)C(N)=O	30%[activator]
CCOc1ccc(CCNC(=O)Cn2ccc3cc(S(=O)(=O)N4CCCCC4)ccc32)cc1	?

Next section
SMILES	KDM5B inhibitor
CN1CCCCC(CC(=O)NCc2ccccc2)C1=O (centres undefined)	8%
Cn1c(=O)oc2cc(S(=O)(=O)N3CCCC(C(=O)NCc4ccccc4Cl)C3)ccc21 (centres undefined)	-18%
COc1ccc(C(=O)N2CCCC3(C2)C(=NC2CCCCC2)NC(=O)N3c2cccc(OC)c2)cc1 (centres undefined)	16%[115 µM]
CCOCC(=O)N1CC2CC(C1)[C@H]1CCCC(=O)N1C2 (some centres undefined)	17%
O=C(c1cccc(OC(F)(F)F)c1)N1CCN(c2cc(-c3cccs3)[nH]n2)CC1	-15%
CC(Sc1ccccn1)C(=O)Nc1ccc2c(c1)OCO2 (centres undefined)	-15%
COc1ccc(-c2cc3ccc(O)c(CN4CCN(C)CC4)c3oc2=O)cc1OC	?
Cc1ccc(CNC(=O)CN2CCN(Cc3ccc(F)cc3Cl)C2=O)cc1	10%
CCCCN(C(=O)CNC(=O)c1ccco1)C(C(=O)NC1CCCCC1)c1cccnc1 (centres undefined)	37%
COCCN1CCC(N2CCN(S(=O)(=O)c3ccc(C)c(F)c3)CC2)C1=O (centres undefined)	11%
COc1ccc(C(=O)NCc2nc(-c3cccc(C)c3)no2)cc1OC	-59%
CC(C)C(=O)N(Cc1cc(=O)[nH]c2ccccc12)c1ccccc1	-38%
CC(C)OCCCN1CN(S(=O)(=O)c2cccs2)c2nc3ccccc3nc21	?
CCOc1cc(C(=O)Nc2ccc(N3CCN(S(C)(=O)=O)CC3)cc2)cc(OCC)c1OCC	-2%
N=c1oc2ccccc2cc1C(=O)Nc1cccc(F)c1	-6%
COC(=O)c1ccc(OCc2ccc(C#N)cc2)c(OC)c1	9%
COc1ccc(N2C(=O)CN(Cc3ccccc3OC)[C@H]3CS(=O)(=O)C[C@H]32)cc1Cl	-10%
Cc1ccc(O)c(C(=O)OCC(=O)c2cccs2)c1	-18%
Cc1cccc(C)c1NC(=O)Cn1c(=O)n(Cc2ccco2)c(=O)c2ccc(C(=O)NC3CCCC3)cc21	-22%
Cc1cc(NC(=O)c2ccccc2F)cc(-c2nc3ccccc3o2)c1O	13%
COc1cc(-c2nccc3c(=O)cc(N4CCOCC4)oc23)ccn1	25µM*
Cc1noc(C)c1C(=O)OCC(=O)NCCc1ccccc1	-6%
CN(C)C(=O)COC(=O)c1cc(-c2ccc(Cl)s2)nc2ccccc12	?
COC(=O)[C@H]1CN(C(=O)NC(C)C)CCN1C(=O)CSC	23%[86.2 µM]
COc1cccc(CNC23CC4CC(CC(C4)C2)C3)c1	28%

3 records drawn at random from those above:
SMILES	KDM5B inhibitor
O=C(O)CC1(CC(=O)N2CCN3C(=O)c4cc(-c5ccsc5)ccc4NC(=O)[C@@H]3C2)CCCC1	?
CC(Oc1ccccc1F)C(=O)Nc1cccc(-c2nc3ccccc3o2)c1 (centres undefined)	?
Cc1ccc(CNC(=O)CN2CCN(Cc3ccc(F)cc3Cl)C2=O)cc1	10%

Back to the main list, repeating the 2 entries before the break.
SMILES	KDM5B inhibitor
COC(=O)[C@H]1CN(C(=O)NC(C)C)CCN1C(=O)CSC	23%[86.2 µM]
COc1cccc(CNC23CC4CC(CC(C4)C2)C3)c1	28%
COC(=O)C1CN(C(=O)COc2cc(C)c(Cl)c(C)c2)c2ccccc2O1 (centres undefined)	11%
COc1ccc(-c2nc(C3CC3)nc3c2CN(C(=O)c2ccc(C(F)(F)F)cc2)CC3)cc1	?
CCOC(=O)c1nc2ccccc2nc1N1CCN(c2cccc(C)c2C)CC1	-30%
Cc1nn(C)cc1C(=O)N1CC[C@H](N2CCN(C)CC2)[C@H](CCCO)C1	18%
CC(C)c1ccc(NS(=O)(=O)c2cc(Br)cc3c2N(C(=O)C2CC2)CC3)cc1	-8%
COc1ccc(C(=O)N(Cc2sccc2C)C2CCS(=O)(=O)C2)cc1Cl (centres undefined)	5%&-16%
O=C(Nc1ccc(Cl)cc1)C1Sc2nnc(-c3ccccc3)n2NC12CCCCC2 (centres undefined)	24%
Cc1nc(C2CCN(C(=O)C3(C(N)=O)CC3)CC2)cc(N2CCOCC2)n1	-1%
CCOc1ccc(C(=O)N2CCCC(c3nc(-c4cccs4)no3)C2)cc1 (centres undefined)	5%
Cc1ccc(OCC(=O)Nc2ccc(S(=O)(=O)NC(C)(C)C)cc2)c(Br)c1	-13%
CCOc1ccc(C(=O)Nc2cc(C)ccn2)cc1	7%
Cc1ccc2c(c1)C(=O)OC(C(=O)Nc1ncc(Cc3ccc(Cl)cc3)s1)C2 (centres undefined)	-8%
CCOc1ccc(CNC(=O)c2ccc(CS(=O)c3ccccc3)o2)cc1 (centres undefined)	?
CCCCCn1nc(C(=O)OCc2nnc(-c3ccccc3)o2)c2ccccc2c1=O	19%
CCOc1ccc(NC(=O)c2ccc(-c3ccccc3)s2)cc1	-17%
COC(=O)c1cc(O)cc(C(=O)OC)c1	21%
CC(C)CNC(=O)c1cc(C2CC2)nc2c1c(C1CCCN1)nn2C (centres undefined)	79µM*
Cc1cccc(N2CCN(C(=O)c3cc4c(=O)oc5ccccc5c4s3)CC2C)c1 (centres undefined)	-20%
Cc1cc2nc3n(c(=O)c2n1CC(=O)Nc1ccc2c(c1)OCO2)CCCCC3	11%
CC(=O)c1cccc(NC(=O)c2ccccc2SCc2cccs2)c1	5%
Cc1nn(CCCC(=O)NCc2ccccc2Br)c(=O)c2c1sc1ccccc12	-18%
CN(C)c1nc2c(c(=O)[nH]1)CCN(CCc1ccccc1)CC2	-2%
COCC1CN(C(C)=O)CC12CCN(Cc1ccc(F)cc1Cl)CC2 (centres undefined)	-27%
Cc1ccc(NC(=O)CCc2c(C)nc3cc(-c4ccccc4)nn3c2C)cc1F	?
COc1ccc(Cl)cc1C(=O)Nc1ccc2nc(Nc3cccc(Cl)c3)cc(C)c2c1	?

Remaining list, next part.
SMILES	KDM5B inhibitor
CN(CC(=O)N(C)C1CCS(=O)(=O)C1)c1ccc2ccccc2c1 (centres undefined)	?
O=C(Nc1ccc(F)cc1)C(c1ccccc1)N1CCN(C(=O)C2CC2)CC1 (centres undefined)	20%
Cc1cccc(C(=O)N2C(C(=O)N3CCOCC3)COC23CCN(C(=O)CC(C)(C)C)CC3)c1 (centres undefined)	9%
O=C(NCC1CCCO1)c1ccccc1-c1nc(-c2ccccc2)no1 (centres undefined)	8%
Cc1[nH]c2ccccc2c1C(=O)c1cc2ccccc2o1	-8%
Cc1ccc(C(=O)N2CCC3(CC2)CC(C(C)C)=NO3)cc1	5%[86.2 µM]
CCC(C)OC(=O)Cn1nnc2sc3c(c2c1=O)CCCC3 (centres undefined)	14%
COc1ccc2c(c1OC)C(=O)OC2n1c(O)c(N=NC(C)=O)c2ccccc21 (centres undefined)	8%
COc1ccc(OC(C)C(=O)NCc2nc(-c3cccc(C)c3)no2)cc1 (centres undefined)	-14%
CSCC(=O)N1C[C@@H](NC(=O)Nc2cccc(SC)c2)C[C@H]1C(=O)N[C@@H](CCS(C)(=O)=O)C(N)=O	-4%
COc1ccc(CNC(=O)CCc2c(C)nc3nc(CNC(=O)OC(C)(C)C)nn3c2C)cc1	-7%
CC1(C)CC(=O)C2=C(C1)OC1=C(C(=O)CC(C)(C)C1)C2c1cccc(O)c1	-12%
CCOC(=O)c1ccc(CN(Cc2ccccc2C)S(=O)(=O)c2ccc(F)c(C)c2)cc1	-14%
O=C(Nc1cccc(-n2cccn2)c1)C1CCCN(C(=O)N2CCOCC2)C1 (centres undefined)	9%
CC(C)(C)c1ccc(NC(=O)c2cc(F)c(F)c(F)c2F)cc1	-8%
Cc1ccc(NC(=O)Cc2nc(-c3c[nH]c(C(=O)N4CCCC4)c3)cs2)c(C)c1	-8%
Cc1nn2c(nnc3c(=O)n(-c4ccccc4)ccc32)c1-c1ccccc1	4%
CCC(C)(C#N)NC(=O)Cc1cccs1 (centres undefined)	15%
Cc1ccc2[nH]c(=O)c(CCC(=O)O)cc2c1	?
O=S1(=O)N=C(c2ccccc2)c2ccccc21	10%
CCc1ccc(-n2c(=O)c3cccnc3n2CC(=O)Nc2cc(F)ccc2F)cc1	?
COc1ccc(OC)c(NC(=O)NCc2nc(-c3cccc(Cl)c3)oc2C)c1	12%
CC(=O)c1sc2ccccc2c1C	-26%
Cc1ccccc1CN1CCC2(CC1)OCCN(Cc1ccccc1)C2=O	3%[86.2 µM]
CCc1ccccc1N/C=C(\C#N)c1nc(-c2ccc(C)cc2)cs1	16%

An excerpt from above in order of the KDM5B inhibitor value, rising:
SMILES	KDM5B inhibitor
COc1ccc(OC(C)C(=O)NCc2nc(-c3cccc(C)c3)no2)cc1 (centres undefined)	-14%
Cc1nn2c(nnc3c(=O)n(-c4ccccc4)ccc32)c1-c1ccccc1	4%
O=C(Nc1cccc(-n2cccn2)c1)C1CCCN(C(=O)N2CCOCC2)C1 (centres undefined)	9%
CCC(C)OC(=O)Cn1nnc2sc3c(c2c1=O)CCCC3 (centres undefined)	14%

Carrying on.
SMILES	KDM5B inhibitor
O=C(c1ccccc1F)N1CCC(N2CCCNC2=O)CC1	11%&1%[86.2 µM]
COc1cccc(-c2cc(C3CCN(C(=O)Nc4cccc(C)c4)CC3)[nH]n2)c1	7%
CCCCN(CC)C(=O)Cn1c(=O)n(-c2ccc(OCC)cc2)c(=O)c2c3c(sc21)CCCC3	-28%
O=C(c1ccccc1F)N1CCC(N2CC3CC(C2)[C@H]2CCCC(=O)N2C3)CC1 (some centres undefined)	?
COc1ccc(CC(=O)N2CC[C@@H](CC(=O)O)[C@@H](CCN(C)c3ccccc3)C2)cc1	?
O=C(C1CC1)N1CCC(Cc2nc(-c3ccc(F)cc3)no2)CC1	-2%
O=C1CCN(C(=O)Cc2ccccc2)CCCC(c2nc(-c3cnccn3)no2)CCN1 (centres undefined)	6%
CC(=O)c1ccccc1OC(=O)c1ccc([N+](=O)[O-])o1	-6%
CC(C)c1nc(C2Cc3ccccc3N2C(=O)NCc2ccco2)no1 (centres undefined)	-36%
COc1cccc(C(=O)N2CCCC(c3nn[nH]n3)C2)c1 (centres undefined)	-8%
O=C(c1ccc(CSc2ncccn2)o1)N1CCC2(CCOCC2)CC1	-18%
FC(F)(F)c1ccnc(-c2cc(NCc3ccccn3)nc3[nH]ccc23)c1	3%
O=C1CC(c2ccccc2)CC(=O)N1c1ccccc1	24%
O=C(NC1CCCCC1)N1CCC(c2noc(-c3cnccn3)n2)C1 (centres undefined)	12%
CSc1cccc(NC(=O)O[C@@H]2CC[C@]3(C)C(CC[C@@H](O)[C@H]3CC(=O)N3CCC(C)CC3)[C@]2(C)CO)c1 (some centres undefined)	-11%
CCc1ccc(C(N)c2cccs2)cc1 (centres undefined)	6%
CC(C)c1ccc(CN(C)CC(=O)NC(N)=O)cc1	24%
